Compound activity (PubChem BioAssay)
SDO1 yeast rescue: growth rescue of sdo1-depleted yeast, primary screen, S. cerevisiae, bone marrow failure model | S. cerevisiae sdo1-depleted JHY4D growth rescue, OD600 30 h; stronger effect = higher value; pdr5 snq2 efflux-pump mutant strain | z-score at 10 µM | 140,000 tested, 0.21% active | AID 817, 2007;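 active means z-score above 3 at both the 24 hr and the 30 hr optical density reads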;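 further: z-score against mean and SD of all compound wells on the same plate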
Insulin prom inh: inhibitors of insulin promoter-driven GFP, primary screen, imaging, TRM-6 cells (human fetal islet line), eGFP reporter, cell count | reporter expression induced with tamoxifen | inhibition, % at 2 µM | 130,000 tested, 0.9% active;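 active means inhibition above the mean plus 3 SD, with well images judged a real hit on visual review, cut at about 60% in these data, passing the limit was not always enough; inconclusive means inhibition over the cutoff but images rejected on review; inactive means inhibition not above the cutoff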
SDO1 yeast rescue Rescue 24 h: second read-out of SDO1 yeast rescue, no call of its own (marks repeat the call); z-score; S. cerevisiae sdo1-depleted JHY4D growth rescue, OD600; measured here: growth rescue at 24 h;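 0 is the plate mean of compound wells and units are plate SD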
Active calls of the source: *; ? = inconclusive; . = not tested or not shown.

Insulin prom inh	SDO1 yeast rescue	SDO1 yeast rescue Rescue 24 h	Molecule
-91	.	.	CC(C)OCCCNc1ncc2c(n1)CC(c1ccccc1)CC2=O (stereo not given)
-23	1.2	1.7	COc1cc(/C=N/NC(=O)Cn2nc([N+](=O)[O-])cc2C)cc(Br)c1OCc1ccccc1
32	0.39	0.89	NC(=O)C(c1ccc(Cl)cc1)c1ccc(Sc2ccc(Cl)cc2)nn1 (stereo not given)
.	0.87	2	Cn1c(=O)n(C)c2cc([N+](=O)[O-])c(N3CCN(S(=O)(=O)c4ccc(C(C)(C)C)cc4)CC3)cc21
-103	0.42	0.73	Cc1ccc(S(=O)(=O)Oc2ccccc2/C=N/NC(N)=S)cc1
.	0.67	0.42	COc1ccc(N2CCN(C(CNS(=O)(=O)c3ccc4c(c3)OCCO4)c3ccco3)CC2)cc1 (stereo not given)
3	1.2	1.1	C#CC[N+](C)(C)CCCCCCCC
-8	0.29	-0.16	Nc1nonc1C(=O)NCCNS(=O)(=O)c1ccc(F)cc1
-50	-1.7	-0.32	Cc1sc(NC(=O)CSc2ncn(-c3ccccc3)n2)nc1-c1ccccc1
18	-0.79	-0.72	Cc1c(C(=O)OCC(=O)Nc2ccccc2OC(F)F)cccc1[N+](=O)[O-]
.	-1.5	-1.6	CN(CC(=O)N1CCc2ccccc21)S(=O)(=O)c1cccc2cccnc12
12	-2.1	-1.5	CCn1c(CS(=O)Cc2ccc(Cl)cc2Cl)nnc1SCc1c(Cl)cccc1Cl (stereo not given)
18	0.27	-0.76	COc1ccc(N/C=C2/CCCCC2=O)cc1
-10	0.39	-0.59	Cc1ccc(Cn2c([N+](=O)[O-])cnc2C)cc1
.	-1.6	-1.9	O=C(Nc1ccc(S(=O)(=O)N2CCc3ccccc32)cc1)c1ccco1
.	-0.24	-0.86	Fc1ccc(-c2cc(C(F)(F)F)nc(-n3cncn3)n2)cc1
0	0.21	0.55	O=C(/C=C/c1cccc(F)c1)N1CCc2ccccc21
.	-0.48	-0.71	Cc1ccc(C)c(C(=O)C(C)OC(=O)c2cccn2C)c1 (stereo not given)
60	.	.	O=C(Nc1ccccn1)c1ccc2nc(-c3ccccc3)c(-c3ccccc3)nc2c1
25	0.32	0	Cc1[nH]c(=O)[nH]c(=O)c1/C=N/NC(=O)[C@H](CC(C)C)NC(=O)OC(C)(C)C
-29	.	.	COC(=O)N/N=C1\CCCc2c(C)cc(C)cc21
12	1.2	1.1	COc1ccc(F)c(C2C(C#N)=C(N)Oc3n[nH]c(C(C)(C)C)c32)c1 (stereo not given)
47	-0.46	-0.97	O=C(COC(=O)CCC(=O)Nc1nccs1)NCc1ccco1
?	-1.1	-0.47	FC(F)(F)c1cccc(N2CCN(Cc3ccoc3)CC2)c1

Some of the entries so far, with two lines to a compound.
Order of results: Insulin prom inh | SDO1 yeast rescue | SDO1 yeast rescue Rescue 24 h
O=C(/C=C/c1cccc(F)c1)N1CCc2ccccc21
  0 | 0.21 | 0.55
Cc1ccc(C)c(C(=O)C(C)OC(=O)c2cccn2C)c1 (stereo not given)
  . | -0.48 | -0.71
O=C(Nc1ccccn1)c1ccc2nc(-c3ccccc3)c(-c3ccccc3)nc2c1
  60 | . | .
Cc1[nH]c(=O)[nH]c(=O)c1/C=N/NC(=O)[C@H](CC(C)C)NC(=O)OC(C)(C)C
  25 | 0.32 | 0
COC(=O)N/N=C1\CCCc2c(C)cc(C)cc21
  -29 | . | .
COc1ccc(F)c(C2C(C#N)=C(N)Oc3n[nH]c(C(C)(C)C)c32)c1 (stereo not given)
  12 | 1.2 | 1.1

(continued)
Insulin prom inh	SDO1 yeast rescue	SDO1 yeast rescue Rescue 24 h	Molecule
65	-1.4	-0.37	CSc1nc(N2CCOCC2)c2c(c1C#N)CCCCC2
35	0.74	0.77	O=[N+]([O-])c1cccc(C2=NCCC(c3ccccc3)O2)c1 (stereo not given)
.	-0.7	-0.77	COC(=O)/C(=C1/Oc2cc(C)oc(=O)c2S1)C(F)(F)F
-70	.	.	CN(Cc1ccccc1)C(=O)c1ccc2c(c1)NC(=O)C(N1CCOCC1)S2 (stereo not given)
.	-2	-1.2	Cc1ccc(C(c2nnnn2C2CCCCC2)N(C)C2CCCCC2)cc1 (stereo not given)
24	-1.5	-0.63	O=C(N/N=C/c1c[nH]c2ccccc12)C1CC1(c1ccccc1)c1ccccc1 (stereo not given)
11	1.6	1.8	O=C(CS(=O)(=O)Cc1ccccc1)NCC1CCCO1 (stereo not given)
.	-0.09	-0.42	CC(C)(C)NC(=O)Cn1nnc(-c2ccc(Cl)cc2)n1
-40	0.3	0.26	CC(C)CC(=O)Nc1cccc(C(=O)Nc2ccccc2C(=O)O)c1
.	-0.76	-1.2	COCCCNC(=O)c1cn(C)c(=O)c2cc(OC)c(OC)cc12
23	0.42	0.11	CC(C)NC(=O)c1cnn2c1NC(c1cccs1)CC2C(F)(F)F (stereo not given)
-147	-0.27	-0.38	CCOc1cccc(C(=O)NC2CCCCC2)c1
-30	0.36	-0.72	Cc1ccc(S(=O)(=O)N2CCOCC2)cc1C(=O)NCc1cccnc1
.	-0.83	-0.36	COc1ccc(C(=O)Nc2cccc(-c3cc4ccccc4oc3=O)c2)cc1[N+](=O)[O-]
-59	-0.16	-0.09	CCOCCCNC(=O)C1CCCN(S(=O)(=O)CC)C1 (stereo not given)
43	-2.1	-1.2	N/C(=N\c1nc2ccccc2o1)NC(=O)c1ccccc1NC(=O)c1ccccc1
-12	0.77	0.65	CC1CCCCC1NC1=NCCS1 (stereo not given)
-40	-0.66	0.97	COc1ccccc1NC(=O)/C(C#N)=C/C=C/c1ccco1
.	-2.8	-2.2	Cc1ccc(-c2nc3cccnc3s2)cc1NS(=O)(=O)c1ccc2c(c1)OCCO2
-3	-1	-1.7	CC(=O)Nc1ccc(S(=O)(=O)NC2=C(N3CCN(Cc4ccccc4)CC3)C(=O)c3ccccc3C2=O)cc1
-100	0.56	-0.08	COc1ccc2[nH]c(=O)c(CN(Cc3nnnn3CCc3ccccc3)CC3CCCO3)cc2c1 (stereo not given)
0	0.5	-0.88	CCOCC(O)CNc1ccccc1 (stereo not given)
6	.	.	CC1(C)Oc2ccc3ccc(=O)oc3c2/C(=C/Nc2ccc(O)cc2)C1=O
-400	0.37	-0.54	O=C(COC(=O)CNS(=O)(=O)c1cccc(Br)c1)NC(=O)Nc1ccc2c(c1)OCCO2
-8	-0.29	0.74	CCOc1ccc(Nc2nc3cc(S(=O)(=O)N(CC)CC)ccc3o2)cc1
-53	.	.	C/C(=N/NC(=O)CNC(=O)C1COc2ccccc2O1)c1ccc2c(c1)OCCO2 (stereo not given)
23	-0.72	0.41	Cc1nn(Cc2ccc(Cl)cc2Cl)c(Cl)c1/C=C/C(=O)OCC(=O)NCC(F)(F)F
.	0.42	0.04	Cc1n[nH]c(C)c1S(=O)(=O)N1CCCC(C(=O)NCc2cccs2)C1 (stereo not given)
21	.	.	CCN(CC)S(=O)(=O)c1ccc(OC(C)C)c(N)c1
-50	0.81	1	COc1cccc(C(=O)Nc2ccc(NC(=O)c3ccco3)nc2)c1
.	0.87	0.3	O=C(COC(=O)CCc1ccc(S(=O)(=O)N2CCOCC2)cc1)NC1CCCC1
-23	-0.18	-0.73	Cc1ccc(S(=O)(=O)N(C)c2c(C)ccc(S(=O)(=O)N3CCN(C)CC3)c2C)cc1
5	1.7	1.5	COC(=O)c1c(NC(=O)CC2NCCNC2=O)sc2c1CCCC2 (stereo not given)
78*	.	.	Cc1ccc(S(=O)(=O)NCC(=O)OCC(=O)Nc2cccc(S(=O)(=O)NC3=NCCCCC3)c2)cc1
.	0.5	0.64	Cc1onc(-c2c(F)cccc2Cl)c1C(=O)OCC(=O)NCc1ccco1
36	0.78	0.49	CN(C)c1ccc(-c2nc3n(n2)C(c2cccnc2)C2=C(CC(C)(C)CC2=O)N3)cc1 (stereo not given)
50	.	.	Cc1nonc1C(=O)N/N=C/c1ccccc1
.	0.22	-0.14	COc1ccc(OC)c(S(=O)(=O)NCC2CCCO2)c1 (stereo not given)
11	0.49	1.6	Cc1nn2c(N)c(C#N)cnc2c1-c1ccc(Cl)cc1
0	0.1	0.12	CCN(CC)S(=O)(=O)c1cccc(-c2nnc(SCC(=O)c3ccc(Cl)s3)n2C)c1
31	0.73	0.37	COC(=O)C1C(O)=C(C=NCc2ccccc2)C(=O)CC1(C)C (stereo not given)
18	.	.	CCCC(C)C(=O)Nc1cc([N+](=O)[O-])ccc1Cl (stereo not given)
.	0.27	-0.11	CSc1nncc(/C(C)=N\Nc2cccc(C)c2)n1
64	-0.43	-1.4	CCP(=O)(CC)c1cccc(N)c1
.	-0.24	0.29	COc1ccc(-c2nc(N3CCCCCC3)sc2C(=O)c2ccccc2)cc1
24	.	.	CCc1ccc(OCC(=O)Nc2ncn[nH]2)cc1
.	-0.2	1.3	O=C(N/N=C/c1ccc(OC(=O)c2cccs2)cc1)c1ccc(F)cc1
16	-0.21	0.91	O=C(CSc1nnc(Cc2ccccc2)o1)N1CCc2ccccc21
-11	0.74	0.74	O=C(Nc1nc2ccccc2s1)C1CC(=O)N(c2ccc(F)cc2)C1 (stereo not given)
-10	-1.6	-1.1	O=C(CSc1nnc(-c2ccccn2)n1Cc1ccco1)c1ccc(Cl)cc1
32	-0.76	-0.88	N#Cc1c(-c2ccccc2)c(-c2ccccc2)nn(CC(=O)NNC(=O)Nc2ccc(Cl)c(Cl)c2)c1=O
-30	0.37	0.35	O=C(NCc1cn(-c2ccccc2)nc1-c1ccccc1)c1cc([N+](=O)[O-])cc([N+](=O)[O-])c1
-86	0.99	0.67	O=C(O)CCC(=O)N1CCN(c2ccc(C(=O)c3ccc(F)cc3)cc2)CC1
69	0.53	0.19	O=C(c1ccccc1NS(=O)(=O)c1ccc2c(c1)OCCO2)N1CCOCC1
-79	-2	-2.1	COc1cccc(C(=O)CSc2nnc(CNc3nc(-c4ccccc4)cs3)n2C)c1
5	-0.17	-0.58	CCN(CC)c1ccc(NC(=O)c2c(OC)cccc2OC)c(C)c1

Continuation:
Insulin prom inh	SDO1 yeast rescue	SDO1 yeast rescue Rescue 24 h	Molecule
7	.	.	CC(C)CNC(=S)N1CCC(c2nc(-c3ccc(F)cc3)no2)CC1
.	0.34	-0.03	Cc1cccc(C)c1NC(=S)NNc1ncc(C(F)(F)F)cc1Cl
-11	.	.	Cn1c(SCC(=O)Nc2ccccc2)nc2c([nH]c3ccccc32)c1=O
31	.	.	O=[N+]([O-])c1ccc(S(=O)(=O)CC(CN2CCOCC2)N2CCOCC2)cc1 (stereo not given)
.	-0.12	-0.52	COc1ccccc1N1CCN(S(=O)(=O)c2cnc[nH]2)CC1
.	-0.52	-0.84	CN1CCN(C(=O)c2cnn(-c3ccccc3)c2NC(=O)c2ccccc2F)CC1
21	-0.61	-1.2	Nc1nnc(SCC(=O)c2ccco2)s1
0	0.35	-0.1	COc1ccc(-c2cc(C(F)(F)F)n3ncc(C(=O)O)c3n2)cc1OC

A second format for five compounds above:
Fields: Insulin prom inh	SDO1 yeast rescue	SDO1 yeast rescue Rescue 24 h
CN(CC(=O)N1CCc2ccccc21)S(=O)(=O)c1cccc2cccnc12
    .	-1.5	-1.6
CCn1c(CS(=O)Cc2ccc(Cl)cc2Cl)nnc1SCc1c(Cl)cccc1Cl (stereo not given)
    12	-2.1	-1.5
COc1ccc(N/C=C2/CCCCC2=O)cc1
    18	0.27	-0.76
Cc1ccc(Cn2c([N+](=O)[O-])cnc2C)cc1
    -10	0.39	-0.59
O=C(Nc1ccc(S(=O)(=O)N2CCc3ccccc32)cc1)c1ccco1
    .	-1.6	-1.9

Other records
Insulin prom inh	SDO1 yeast rescue	SDO1 yeast rescue Rescue 24 h	Molecule
45	-0.44	-0.81	COc1ccc(OCCC(=O)N2CCCCC2)cc1
-33	-0.18	-0.51	CCOc1ccc(CNC(=O)c2ccc(Sc3ccc(Cl)cc3)c(NC(C)=O)c2)cc1OC
.	0.47	0.81	Cc1ccc2c(c1)CN1CN2Cc2cc(C)ccc21
-9	0.36	-0.3	CCOc1ccc2nc(NCCNC(=O)C(C)C)c(C)cc2c1
49	0.25	1.4	CCCCN(CCCC)S(=O)(=O)c1ccc(NC(=O)c2cccs2)cc1
47	-0.24	-0.04	CC(=O)N1N=C(c2ccncc2)OC12CCCCCC2
47	-0.14	-0.25	O=C(c1cc2cc([N+](=O)[O-])ccc2oc1=O)N1CCN(c2ncccn2)CC1
-11	.	.	O=C(O)CCc1nn2c3ccccc3n(Cc3ccccc3F)c2nc1=O
-15	.	.	CNC(=O)c1cc2c(s1)-c1ccccc1CC2
-79	-1.2	-0.38	CS(=O)(=O)N1CCN(c2ccc([N+](=O)[O-])c(NCc3ccc(Cl)cc3)c2)CC1
.	0.08	-0.73	COc1ccc(OC)c(/C=C/C(=O)N(C)CC(=O)Nc2cc(C)ccc2C)c1
14	-0.76	-0.93	COc1cc(/C=N/NC(=O)C2c3ccccc3Oc3ccccc32)ccc1O
.	-1.8	-0.68	CCOC(=O)c1cc2occc2n1CC(=O)N1CCCc2ccccc21
-77	.	.	CCOC(=O)c1cc(C(=O)c2cc(Cl)ccc2O)coc1=N
0	-0.46	-0.53	CCN(CC)S(=O)(=O)c1ccc2oc(C(=O)O)c(C)c2c1
13	.	.	COc1ccccc1C(CC(=O)c1ccccc1)CC(=O)c1ccccc1
24	-1.8	-0.31	CCOC(=O)C1=C(c2cccc(Oc3ccccc3)c2)NC(=S)NC1C (stereo not given)
-192	-1.2	-0.42	CCCCn1c(Cc2ccccc2)n[nH]c1=S

Not all compounds are listed, so the mix of outcomes need not match the whole.
